Assay outcomes deposited in PubChem by several laboratories.
CHRM1 antagonist = blocks human M1 muscarinic receptor; 360,000 compounds, 1.3% hits; CHO-K1 hM1, Fluo-8 calcium fluorescence, ACh EC80 antagonist; inhibition, % at 3 µM;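 active = percent inhibition above its own plate's cutoff, namely the mean of that plate's compound wells plus 3 SD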;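 also: peak over basal fluorescence ratio during 140 s after agonist addition; 0% = ACh EC80 plus DMSO and 100% = DMSO alone without agonist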
M5 antag = antagonists of human muscarinic M5 receptor (CHRM5); P08912; 360,000 compounds, 0.59% hits; inhibition, % at 3 µM; CHO-hM5 cells, Fluo-8 calcium fluorescence, ACh EC80;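 active = inhibition above a per-plate cutoff, the mean of that plate's test compounds plus 3 SD, cut at about 27% in these data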;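 also: 0% = acetylcholine EC80 with DMSO and 100% = DMSO without agonist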
Target sequence (P08912 whole entry, looked up): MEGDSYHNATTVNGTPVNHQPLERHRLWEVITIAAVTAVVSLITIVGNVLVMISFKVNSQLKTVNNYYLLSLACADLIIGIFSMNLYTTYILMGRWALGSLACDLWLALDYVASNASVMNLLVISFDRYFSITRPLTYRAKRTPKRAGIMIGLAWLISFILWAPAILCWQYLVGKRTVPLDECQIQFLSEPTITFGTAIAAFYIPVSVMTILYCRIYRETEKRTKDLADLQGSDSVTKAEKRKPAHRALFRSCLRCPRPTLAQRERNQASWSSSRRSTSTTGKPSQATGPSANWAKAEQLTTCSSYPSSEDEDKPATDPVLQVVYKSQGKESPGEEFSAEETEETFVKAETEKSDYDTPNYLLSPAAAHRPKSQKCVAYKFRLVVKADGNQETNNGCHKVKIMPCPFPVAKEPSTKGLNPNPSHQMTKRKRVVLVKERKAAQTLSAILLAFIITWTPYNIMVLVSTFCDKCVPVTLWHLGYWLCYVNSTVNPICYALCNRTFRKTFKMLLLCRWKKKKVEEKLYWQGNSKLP
M1 PAM = human CHRM1 positive allosteric modulation | CHO-K1 hM1, Fluo-8 calcium fluorescence, ACh EC20; 0% = ACh EC20, 100% = maximal ACh | activation, % at 3 µM | 360,000 compounds, 0.088% hits | AID 588819; in the data active = activation above about 19%, passing the limit was not always enough
CHRM4 antagonist = blocks acetylcholine activation of human M4 receptor | CHO-hM4 cells, ACh EC80, Fluo-8 calcium fluorescence | 360,000 compounds, 0.73% hits | AID 624125 | inhibition, % at 3 µM;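 active = inhibition above its plate's cutoff, the mean inhibition of sample wells plus 3 SD, cut at about 27% in these data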;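 also: 0% = acetylcholine EC80 with DMSO and 100% = DMSO without agonist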
Target sequence (P08173 whole entry, looked up): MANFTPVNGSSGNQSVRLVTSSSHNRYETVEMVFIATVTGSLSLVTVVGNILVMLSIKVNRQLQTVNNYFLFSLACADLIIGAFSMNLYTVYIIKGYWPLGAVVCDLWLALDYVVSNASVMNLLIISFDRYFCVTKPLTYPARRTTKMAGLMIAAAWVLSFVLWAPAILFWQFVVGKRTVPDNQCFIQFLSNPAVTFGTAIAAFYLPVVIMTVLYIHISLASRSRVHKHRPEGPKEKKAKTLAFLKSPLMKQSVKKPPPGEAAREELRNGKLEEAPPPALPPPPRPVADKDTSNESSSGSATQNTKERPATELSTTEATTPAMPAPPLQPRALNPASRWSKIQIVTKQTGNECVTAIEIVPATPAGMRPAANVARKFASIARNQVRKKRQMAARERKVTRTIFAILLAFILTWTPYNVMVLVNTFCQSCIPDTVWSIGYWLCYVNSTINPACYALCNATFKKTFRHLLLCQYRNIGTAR
CHRM5 agonist = CHRM5 agonism in calcium assay; CHO-K1 hM5 cells, Fluo-8 calcium fluorescence; 0% DMSO wells, 100% maximal acetylcholine response; activation, % at 3 µM; 360,000 compounds, 0.19% hits; AID 624037;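 active = activation above the run's mean over test compounds plus 3 SD, cut at about 23% in these data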;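 also: signal is peak over basal fluorescence ratio across the kinetic read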
CHRM5 PAM = potentiates acetylcholine response at human M5 receptor; CHO-K1 hM5, Fluo-8 calcium, ACh EC20 PAM; 0% = ACh EC20, 100% = ACh EC100; activation, % at 3 µM; P08912; 360,000 compounds, 0.3% hits; AID 624038;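 active = activation above the run cutoff, the mean activation of all test compounds plus 3 SD, cut at about 18% in these data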
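system = human M5 receptor in CHO-K1 cells | reagent = EC20 acetylcholine as agonist stimulus | compound dosing = single-point, 3 µM nominal | incubation = Fluo-8 loading 80 min at 37 °C plus 30 min room temperature | detection = Fluo-8 calcium dye fluorescence, kinetic read | benchmarks = low control EC20 acetylcholine (0%), high control EC100 acetylcholine (100%)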
M4 ag = CHRM4 agonism in calcium assay; P08173; CHO-K1 hM4/Gqi5, Fluo-8 calcium fluorescence; vehicle 0%, full acetylcholine response 100%; activation, % at 3 µM; 360,000 compounds, 0.14% hits; AID 624127;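 active = activation above the run mean over all test wells plus 3 SD, cut at about 32% in these data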;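 also: peak over basal fluorescence ratio per well then scaled between controls; 0% = DMSO wells and 100% = acetylcholine at EC100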
CHRM4 PAM = CHRM4 positive allosteric modulation | P08173 | CHO-K1 hM4/Gqi5, Fluo-8 calcium fluorescence, ACh EC20; 0% = ACh EC20, 100% = maximal ACh | 360,000 compounds, 0.4% hits | activation, % at 3 µM | AID 624126;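 active = activation above its plate's cutoff, the mean activation of sample wells plus 3 SD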; also: some results filed as inactive read as strong as hits
CRFR2-BP ag = agonists of human CRF-binding protein/CRF-R2 receptor complex; HEK293 CRF-R2/CRF-BP, calcium dye fluorescence (FLIPR); percent of saturating CRF peptide response; activation, % at 13.2 µM; 350,000 compounds, 0.46% hits; AID 588473;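 active = activation of at least 50%, plus an integration ratio under a set limit after plate pattern correction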;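 also: plate controls were neutral control wells without compound for no effect and CRF at EC100 for full effect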
Starred values were filed as active, the others as inactive; / = not tested or not shown.

Start of the data: the first two entries (preview)
SMILES	CHRM1 antagonist	M5 antag	M1 PAM	CHRM4 antagonist	CHRM5 agonist	CHRM5 PAM	M4 ag	CHRM4 PAM	CRFR2-BP ag
CCOc1cccc(CNc2ccc(O)cc2)c1OCc1ccc(Cl)cc1Cl	3	1	5	13	-4	6	-2	-1	0.7
CC1CCCC(C)N1C(=O)COC(=O)c1cccc(S(=O)(=O)N(C)c2ccccc2)c1 (centres undefined)	5	18	-7	7	-3	-28	9	-7	-0.5

The list itself, previewed entries included:
SMILES	CHRM1 antagonist	M5 antag	M1 PAM	CHRM4 antagonist	CHRM5 agonist	CHRM5 PAM	M4 ag	CHRM4 PAM	CRFR2-BP ag
CCOc1cccc(CNc2ccc(O)cc2)c1OCc1ccc(Cl)cc1Cl	3	1	5	13	-4	6	-2	-1	0.7
CC1CCCC(C)N1C(=O)COC(=O)c1cccc(S(=O)(=O)N(C)c2ccccc2)c1 (centres undefined)	5	18	-7	7	-3	-28	9	-7	-0.5
CCCN(CC(=O)Nc1cc(Cl)ccc1Cl)C(=O)c1ccc(N2CCCC2=O)cc1	5	10	-1	-8	3	-3	10	-1	0.5
CN(Cc1ccccc1)S(=O)(=O)c1nnc(NC(=O)c2ccccc2F)s1	-1	10	1	-5	-1	-7	5	0	-1.0
Cn1nc(-c2ccccc2)c(COC(=O)c2cccc(Cl)c2)c1S(=O)(=O)c1ccccc1	-17	-2	-3	-3	-1	4	0	6	3.3
COc1ccc(C(=O)Nc2nc3ccccc3c(=O)[nH]2)cc1	-11	-14	10	6	2	11	3	1	-4.5
CCCOc1ccc(C(CC(=O)O)NC(=O)c2sc3ccccc3c2Cl)cc1 (centres undefined)	-12	0	7	-10	-3	-2	2	11	-5.2
COc1cc(SC)ccc1C(=O)Nc1ccc(S(=O)(=O)N2CCCC2)cc1	-9	-7	10	-1	-2	6	1	6	-1.6
Cn1c(=O)oc2cc(S(=O)(=O)N3CCCC(C(=O)NC4CCCc5ccccc54)C3)ccc21 (centres undefined)	-12	0	4	-10	0	-1	7	-3	-1.1
CCc1nnc(NC(=O)c2cccc(S(=O)(=O)N3CCN(c4ccccc4)CC3)c2)s1	-6	-4	3	4	-5	-8	1	-5	0.5
COCC(=O)Nc1cc(Cl)c(OC)cc1OC	-9	5	8	-4	1	-2	2	9	0.6
CCOC(=O)Nc1ccc(C)cc1NC(=O)OCC	-24	-4	5	5	-3	7	0	-3	-1.3
COc1cc2c(cc1NC(=O)C(C)Sc1nc3ccccc3n1C)oc1ccccc12 (centres undefined)	-8	-7	12	-2	0	5	0	5	-1.0
O=C(Nc1ccc2c(c1)OCCO2)C(C1CC1)N1CCN(c2ccc(C(F)(F)F)cn2)CC1 (centres undefined)	-13	7	-6	4	-5	-6	-2	-5	/
CCOC(=O)C1=C(C)N(c2nonc2NC(C)=O)C(N)=C(C#N)C1c1ccccc1F (centres undefined)	5	-1	1	-4	-6	-4	3	-1	-1.6
COc1ccc(Br)cc1[C@H]1[C@@H]2C=CCC[C@@]2(C)C(=O)N1Cc1ccccc1	-11	7	14	-1	0	-1	-1	14	-1.3
Cc1nc(-c2ccccc2)nc(Cl)c1Cl	2	-13	0	0	-2	-1	0	-2	-0.9
COc1ccc(/C=C2\Oc3cc(OCC(=O)N4CCC[C@H]4C(=O)O)ccc3C2=O)c(OC)c1	-14	2	10	-9	4	0	1	5	1.2
COc1ccc(C[C@H]2CN3C(=NC[C@H]3Cc3ccccc3)N2CCNC(=O)c2ccc(C)c(Br)c2)cc1	13	17	-8	1	-10	-15	3	-6	0.1
Cc1ccc(CNc2ccccc2C(=O)O)s1	-17	-4	13	5	0	2	0	-2	-0.6

Part of the list above, showing only M5 antag.
mol | M5 antag
CN(Cc1ccccc1)S(=O)(=O)c1nnc(NC(=O)c2ccccc2F)s1 | 10
Cn1nc(-c2ccccc2)c(COC(=O)c2cccc(Cl)c2)c1S(=O)(=O)c1ccccc1 | -2
COc1ccc(C(=O)Nc2nc3ccccc3c(=O)[nH]2)cc1 | -14
CCCOc1ccc(C(CC(=O)O)NC(=O)c2sc3ccccc3c2Cl)cc1 (centres undefined) | 0
COc1cc(SC)ccc1C(=O)Nc1ccc(S(=O)(=O)N2CCCC2)cc1 | -7

(continued)
SMILES	CHRM1 antagonist	M5 antag	M1 PAM	CHRM4 antagonist	CHRM5 agonist	CHRM5 PAM	M4 ag	CHRM4 PAM	CRFR2-BP ag
CCN(C(=O)CSc1nnc(C(C)N(C)C)n1-c1ccc(F)cc1)C1CCS(=O)(=O)C1 (centres undefined)	4	1	0	8	1	0	2	-6	0.6
O=C(Nc1nnc(-c2ccccc2)o1)c1ccc(Cl)cc1	-5	-8	12	5	3	6	1	7	54*
CC(=O)c1cccc(Oc2cc(NN3CCCCC3)c([N+](=O)[O-])cc2[N+](=O)[O-])c1	17	8	-24	-3	-3	0	0	3	-0.9
CC(NCc1ccc2c(c1)OCO2)C(=O)NC1CCCc2ccccc21 (centres undefined)	24	0	4	6	4	1	2	-3	0.1
CCC(=O)c1c[nH]c(C(=O)NCCCn2ccnc2)c1	-6	0	7	10	0	1	0	-2	0.9
CCOC(=O)CCS(=O)(=O)c1ccc(-c2ccc(S(=O)(=O)CCC(=O)OCC)cc2)cc1	-12	3	3	6	4	0	3	4	-1.1
CCCCC(=O)N(C)c1c(C)nc2ccc(C(=O)N3CCN(c4ccccc4)CC3)cn12	0	-6	-2	-7	-1	0	2	6	/
Cc1ccccc1S(=O)(=O)/N=C(/c1ccccc1)N1CCOCC1	6	-5	-1	8	0	6	1	1	-1.2
O=C(Nc1cccn2nc(COCCO)nc12)C(c1ccccc1)c1ccccc1	-5	4	-4	-18	5	-10	14	-4	/
COc1cccc(C2(O)CCN(C(=O)Cc3cccnc3)CC2)c1	-30	-6	1	1	-2	-1	1	-3	-0.9
COc1ccc(OC)c(CCNC(=O)CS(=O)(=O)Cc2nc(-c3ccccc3Cl)oc2C)c1	2	4	-2	-2	3	-9	14	-8	-1.8
Cc1ccc(Sc2ccc(NC(=O)CCN3C(=O)NC4(CCCC4)C3=O)cc2)c(C)c1	35*	13	-14	14	0	-6	10	-4	1.6
Cc1cccc(-c2ocnc2C(=O)Nc2ccccc2C(=O)N2CCCC2)c1	-5	25	3	7	-3	-4	1	-4	-3.1
NS(=O)(=O)c1ccc(CCNC(=O)CSc2ccccc2)cc1	-20	0	5	9	-3	5	0	-1	-0.2
CC(=O)NC(=O)COC(=O)c1ccc2ncsc2c1	-4	11	4	9	3	3	1	6	-1.6
O=C(NNC(=O)c1c(F)cccc1F)c1sccc1-n1cccc1	1	1	7	10	3	2	0	-8	-0.6
CCc1nnc(NC(=O)c2cc(S(=O)(=O)N(CC)CC)ccc2Cl)s1	8	0	3	2	10	-1	3	-4	0.8
COc1cc(OC)cc(-c2nnc(NC(=O)CCS(=O)(=O)c3ccccc3)o2)c1	0	8	13	-8	-3	2	0	1	0.6
O=S(=O)(Nc1ccc(Cl)cn1)c1ccc2c(c1)OCCO2	5	-6	-1	0	-1	6	1	14	0.3
Cc1ccccc1-c1nnc(-c2cccs2)o1	5	-14	-1	2	1	4	1	-11	0.3

Another view of 4 compounds above.
Second line of a record – CHRM1 antagonist, M5 antag, M1 PAM, CHRM4 antagonist, CHRM5 agonist, CHRM5 PAM, M4 ag, CHRM4 PAM, CRFR2-BP ag
> O=C(Nc1nnc(-c2ccccc2)o1)c1ccc(Cl)cc1
 : -5, -8, 12, 5, 3, 6, 1, 7, 54*
> CCc1nnc(NC(=O)c2cccc(S(=O)(=O)N3CCN(c4ccccc4)CC3)c2)s1
 : -6, -4, 3, 4, -5, -8, 1, -5, 0.5
> COc1ccc(/C=C2\Oc3cc(OCC(=O)N4CCC[C@H]4C(=O)O)ccc3C2=O)c(OC)c1
 : -14, 2, 10, -9, 4, 0, 1, 5, 1.2
> COc1cc(OC)cc(-c2nnc(NC(=O)CCS(=O)(=O)c3ccccc3)o2)c1
 : 0, 8, 13, -8, -3, 2, 0, 1, 0.6

(more compounds)
SMILES	CHRM1 antagonist	M5 antag	M1 PAM	CHRM4 antagonist	CHRM5 agonist	CHRM5 PAM	M4 ag	CHRM4 PAM	CRFR2-BP ag
CS(=O)(=O)N(Cc1ccccc1)c1ccccc1C(=O)O	-10	8	6	16	0	-1	0	11	0.9
CCOc1ccccc1N(C)C(=O)c1cc2c(=O)n(CC)c3ccccc3c2s1	-2	8	6	5	-8	-6	1	-10	2.0
COc1ccc(CNC(=O)c2ccc3c(=O)n4c(nc3c2)CCCCC4)cc1OC	2	6	-3	-5	3	-13	8	-3	-0.1
COc1cccc(/C=N/n2c(CO)nc3ccccc32)c1OC	0	-4	0	-13	0	-2	1	7	-2.9
CCC(=O)N1CCc2cc(S(=O)(=O)CCC(=O)Nc3nc(C)cs3)ccc21	5	-3	1	-10	-1	28*	1	6	-2.3
CCC(CC)C(=O)c1c[nH]c(C(=O)NCCCn2ccnc2)c1	-3	-4	3	-1	-5	2	1	2	-0.3
Cc1cccc(C(=O)NCc2ccco2)c1	10	11	-7	-2	-2	-1	0	4	4.7
Cc1nn(-c2ccccc2)c(Cl)c1C(=O)NCCN(C)C	-14	2	10	-1	-1	3	2	-2	1.2
Cc1ccccc1CN(C)C[C@H]1OCc2cnnn2CCCC(=O)N([C@@H](C)CO)C[C@@H]1C	-2	0	-7	-21	-2	0	4	-2	-1.8
Cc1ccc2ccccc2c1C(O)c1ncc(-c2ccc(C(F)(F)F)cc2)[nH]1 (centres undefined)	0	13	0	-8	-1	-11	5	-4	/
COc1cc(/C=C(\CC(=O)O)c2nc3ccccc3s2)cc(OC)c1O	-9	0	6	-24	-6	-3	6	4	-0.6
CCC(NC(=O)Nc1cc(C)on1)(C(F)(F)F)C(F)(F)F	-6	9	7	8	0	0	2	9	-1.7
CCC(C)(C)n1nnnc1C(c1ccc(O)c(OC)c1)N1CCc2ccccc2C1 (centres undefined)	-5	-12	5	-11	-1	6	0	12	-1.1
Cc1ccc(S(=O)(=O)N2CCN(C(=O)c3cc(=O)[nH]c4ccccc34)CC2)c(C)c1	8	15	-3	9	3	-19	13	-9	0.8
COc1cc2c(cc1OC)C(c1ccc(-c3ccc(Cl)c(Cl)c3)o1)=NCC2	-6	6	4	14	-1	-6	4	-6	0.3
Cc1cccc(N2C(=O)N3[C@H](c4ccc(F)cc4)[C@@H]4C(=O)N(C5CCCCC5)C(=O)[C@@H]4[C@]3(Cc3ccc(Cl)cc3)C2=O)c1	-5	4	6	5	0	13	1	6	-0.6
O=C(CCCn1c(=O)oc2ccccc21)N1CCN(c2ccccn2)CC1	-5	4	1	16	-2	1	3	-2	-0.3
O=C(CN1C(=O)N/C(=C\c2ccccc2OCc2ccc(C(=O)O)cc2)C1=O)Nc1ccc(F)cc1	-10	8	4	-3	-2	4	1	5	-1.1
O=C(NNS(=O)(=O)c1ccccc1F)c1ccccc1-n1cccc1	-13	17	14	-12	-6	1	1	3	-0.4
CCc1ccc(C(=O)NNc2ccccc2F)cc1	-2	-4	8	4	-1	-7	0	9	-1.0
CC(C)N(CCCNC(=O)C1CCN(C(=O)c2cc3sccc3n2C)CC1)Cc1ccccc1	-9	-13	9	-22	-8	12	1	-7	0.2

Rows are unselected; overall some 2.8% were active at least once.
